Source: PubChem BioAssay (Broad Institute)
DENV2 CPE: inhibitors of DENV2 cytopathic effect, primary screen, cell-based, plate reader, single concentration; DENV2-infected cells, cytopathic effect rescue; CPE inhibition, % at 9.99 µM; 1.7% of 350,000 active; AID 651640, 2012; in the data active = CPE inhibition above about 20%, passing the limit was not always enough; inconclusive = no clear call, values can overlap the other calls; tested in BHK-21 cells;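 note: 0% = median of neutral control wells and 100% = median of positive control wells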
ERp5 inh: inhibitors of ERp5-driven insulin aggregation, primary screen, biochemical, turbidity, absorbance 650 nm, single point. Protein disulfide-isomerase A6 (Homo sapiens), Q15084. 90 min. inhibition, % at 9.99 µM. 0.05% of 350,000 active. AID 651711, 2012;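 active = mean replicate inhibition above about 25%, with every replicate also reaching it, limit read from the data, passing the limit was not always enough; inconclusive = only one of those two criteria met; inactive = neither criterion met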
Target sequence (Q15084 whole entry, looked up): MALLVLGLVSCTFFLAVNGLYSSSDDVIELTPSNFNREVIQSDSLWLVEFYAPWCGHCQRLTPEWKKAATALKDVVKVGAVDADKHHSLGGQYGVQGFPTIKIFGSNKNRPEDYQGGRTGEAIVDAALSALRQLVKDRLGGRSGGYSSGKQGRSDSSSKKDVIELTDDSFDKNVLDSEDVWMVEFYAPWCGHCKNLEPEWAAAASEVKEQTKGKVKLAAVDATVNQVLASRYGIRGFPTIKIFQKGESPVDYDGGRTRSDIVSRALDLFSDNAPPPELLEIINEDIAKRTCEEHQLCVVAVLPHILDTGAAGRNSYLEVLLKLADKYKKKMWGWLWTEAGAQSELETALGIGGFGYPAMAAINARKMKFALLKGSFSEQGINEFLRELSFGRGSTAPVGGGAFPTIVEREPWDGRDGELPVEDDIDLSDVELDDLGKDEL
F508del corr: F508del CFTR correction, initial screen, CFBE line, single point; 0.36% of 350,000 active; activity (quench increase), % at 7.58 µM; CFBE cells, YFP halide quenching; stimulated with forskolin plus potentiator P3; % fluorescence drop versus neutral controls; AID 720511, 2013;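 active = mean added fluorescence quench of at least 8% versus neutral control, with both replicates also reaching 8%; inconclusive = only one of the mean or replicate conditions met; inactive = mean below 8% and not both replicates reaching 8%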;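 note: cells transiently co-express mutant CFTR-F508del with the halide-sensitive YFP; corrector assay measuring rescue of mutant channel to the surface after 24 h compound exposure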
Xi reactivation: activators of inactive X chromosome reactivation, primary screen, imaging, XiGFP fibroblasts, GFP high-content imaging, set 2; XiGFP mouse fibroblasts, % GFP-positive cells imaging, 3 d; cells co-treated with 5-aza-dC sensitizer; scaled so ellipticine positive control = 100%; activation, % at 7.58 µM; 0.055% of 360,000 active; AID 743238, 2013;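 active = mean normalized replicate activation at least 10% and every replicate at or above 10%; inconclusive = only one of the two criteria met; inactive = mean below 10% and not all replicates reach 10%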;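 note: 0% = median of on-plate neutral control wells and 100% = ellipticine 6 µM median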
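Material: XiGFP fibroblasts, SV40-immortalized; Buffer or medium: DMEM containing 5-aza-dC; Compound dosing: single point; Times: 3 days compound exposure.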
ARNT-TACC3 inh: disruptors of ARNT/TACC3 protein interaction, primary screen, biochemical, AlphaScreen, single concentration. Transforming acidic coiled-coil-containing protein 3 (Homo sapiens), Q9Y6A5. AlphaScreen His-ARNT PAS-B/GST-TACC3 binding, luminescence; TACC3 fragment carries E629A point mutation. inhibition, % at 9.99 µM. 0.66% of 390,000 active. AID 623870, 2012;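 active = mean inhibition of replicates at least 50% and at least half of replicates each reaching 50%; inconclusive = half or more replicates reach 50% but mean below 50%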;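 note: 0% = complete ARNT plus TACC3 wells and 100% = ARNT alone without TACC3; many hits fall short of the cut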
GSIS activator: GLuc luminescence reporter in INS-1E cells, primary screen for activators of glucose-dependent secretion of insulin; activation, % at 16.6 µM; AID 743287, 2014; INS-1E GLuc reporter insulin secretion, 2-3 h; 0.61% of 370,000 active;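 active = lowest replicate activation of at least 40%, so every replicate reaches that level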;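 note: 0% = median of neutral control wells and 100% = median of IBMX positive control wells; some compounds called inactive have numbers as strong as hits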
PAX8 inh HTS: inhibitors of PAX8-driven TPO luciferase reporter, primary screen, RMG-I cells, single concentration; SteadyGlo, 24 h; inhibition, % at 12.6 µM; 1.2% of 360,000 active; AID 652154, 2013;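 active = mean replicate inhibition at least 60% with every replicate also reaching 60%; inconclusive = only one of the two criteria is met; inactive = mean below 60% and not all replicates reaching 60%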;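 note: luciferase light reporting Pax8 driven TPO promoter activity; plate controls were median of neutral control wells for no effect and mitoxantrone controls for full effect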
EWS-Fli block: EWS/Fli-driven NR0B1 reporter inhibitors, primary screen, A673 cells, NR0B1 luciferase, luminescence, MLPCN library | viability-normalised | inhibition, % at 12.6 µM | 0.67% of 350,000 active;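 active = mean inhibition of at least 50% after viability correction, with every replicate also passing that limit; inconclusive = mean reaches 50% but only one of two replicates passes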;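 note: firefly luciferase signal divided by Alamar Blue viability fluorescence both relative to DMSO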
* hit, by the source's call; ? = inconclusive; . = not tested or not shown. Compounds as they come. About 4.2% of those tested had a hit in this group.

Every second line gives: DENV2 CPE	ERp5 inh	F508del corr	Xi reactivation	ARNT-TACC3 inh	GSIS activator	PAX8 inh HTS	EWS-Fli block
- O=C(CN1C(=O)NC2(CCOc3ccccc32)C1=O)NCCc1ccc(F)cc1 (stereo not drawn)
→ 4	7	1.9	0.8	-1	5	-1	3
- COC(=O)c1ccc(NC(=S)N2CCC(C(N)=O)CC2)cc1
→ 5	3	.	0.0	1	-1	2	-9
- Cc1ccccc1SCC(=O)OCC(=O)Nc1sccc1C(N)=O
→ 5	5	.	0.1	5	-29	-25	3
- COc1ccc(OC)c(NC(=O)c2cc(-c3cc(C)ccc3O)n[nH]2)c1
→ -8	2	1.7	0.0	-9	-4	-12	24
- CC(C)CC#Cc1ccc2c(c1)O[C@@H](CN(C)S(=O)(=O)c1cccc(F)c1)[C@H](C)CN([C@H](C)CO)S2(=O)=O
→ -1	4	-2.4	-0.6	9	-30	.	28
- Cc1ccc(S(=O)(=O)N(C)C[C@@H]2Oc3ccc(NC(=O)Nc4ccc(C(F)(F)F)cc4)cc3C(=O)N([C@@H](C)CO)C[C@@H]2C)cc1
→ -8	8	0.8	0.1	6	2	.	9
- C[C@@H]1CCCCO[C@@H](CN(C)S(=O)(=O)c2cn(C)cn2)[C@@H](C)CN([C@H](C)CO)C(=O)c2cc(NC(=O)Nc3ccccc3)ccc2O1
→ 0	2	-2.5	0.3	-1	49	-21	-13
- COc1ccc(CNC(=O)C(C)OC(=O)c2cccs2)cc1 (stereo not drawn)
→ -3	1	-3.0	0.0	-15	-5	1	0
- Cc1ccc(S(=O)(=O)NCCOC(=O)Nc2sc(=S)n(C)c2C)cc1
→ 5	1	-0.2	.	1	-2	.	-10
- COCC(=O)N1CCCC(C)(C(=O)Nc2cccc(Oc3ccccc3)c2)C1 (stereo not drawn)
→ 2	1	1.6	0.0	.	-13	-9	-2
- O=C(N/N=C/c1ccccc1)c1cccc2ccccc12
→ 3	7	.	0.2	-3	1	13	-30
- COc1ccccc1OCc1nnc(SCC(=O)N2CCCCC2)o1
→ 3	3	-1.2	0.0	-8	-3	11	-6
- O=C(Nc1ccccc1C(=O)N1CCCCC1)c1cccs1
→ 1	-6	-0.3	0.1	-6	15	-13	1
- CC(/C=N/n1c(-c2cc(C)[nH]n2)n[nH]c1=S)=C\c1ccco1
→ 11	4	0.0	0.1	3	-1	-11	-1
- C[C@@H]1COC(=O)[C@H](NC(=O)OCC2c3ccccc3-c3ccccc32)C/C=C\C[C@@H](CC(=O)N[C@H](CO)Cc2ccccc2)C(=O)N1
→ -18	-4	-4.0	-0.3	10	10	4	11
- CC1/C(=N/O)CC(c2ccco2)NC1c1ccco1 (stereo not drawn)
→ 0	1	.	0.4	-2	0	-8	4
- CCN1CCN(C(c2ccc(F)cc2)c2nnnn2Cc2ccc3c(c2)OCO3)CC1 (stereo not drawn)
→ 1	-7	-1.7	0.1	-22	11	2	-16
- O=c1[nH]c2ccccc2c2cn(-c3ccccc3)nc12
→ -2	-2	3.5	0.3	3	16	-80	-110
- CCOc1ccc(NC(=O)CSc2nc(O)c(C)c(=O)n2-c2ccc(F)cc2)cc1
→ 0	1	-1.6	0.4	.	-10	8	2
- C[C@@H]1CN([C@@H](C)CO)C(=O)c2cc(NS(=O)(=O)c3cccs3)ccc2O[C@@H](C)CCCCO[C@@H]1CN(C)S(=O)(=O)c1ccccc1
→ -9	2	-2.0	0.0	-9	5	-8	-3
- O=C(NCC1COc2ccccc2O1)C1CCCN(S(=O)(=O)c2cnc[nH]2)C1 (stereo not drawn)
→ -3	1	0.7	0.0	-2	7	1	0
- CCN1C(=NCc2cccc(Cl)c2)N[C@@H](c2cccc(F)c2)C(C(=O)OC)=C1C
→ 0	1	-1.0	0.0	4	.	-10	20
- O=C(O)/C=C/C(=O)Nc1ccc2c(c1)NC(=O)CO2
→ .	?	-2.6	0.2	-1	13	-4	4
- COc1ccc(C#Cc2ccc3c(c2)O[C@@H](CN(C)C(=O)c2ccccn2)[C@@H](C)CN([C@H](C)CO)S3(=O)=O)cc1
→ 1	-4	5.9	-0.7	0	-12	17	-4
- COc1ccccc1-c1ccc(C2[C@@H]3CN(Cc4nccs4)C[C@H]2N3)cc1 (stereo partly drawn)
→ -8	.	0.6	0.0	.	14	9	-10
- C[C@H](N=C1NS(=O)(=O)c2ccccc21)C(=O)OCc1cc([N+](=O)[O-])cc2c1OCOC2
→ 3	6	-1.9	0.0	7	-3	-2	-2
- Cc1ccc(OCc2n[nH]c(=S)n2-c2ccc(C)cc2)cc1
→ 5	8	-3.6	-0.2	-3	10	-7	4
- CS(=O)(=O)N1[C@H](C#N)[C@@H](c2ccc(C#Cc3cccc(F)c3)cc2)[C@@H]1CO
→ ?	-2	0.7	0.3	-37	-3	-4	-12
- Cc1cc(CN2CCN(CC(=O)Nc3cc(C(F)(F)F)ccc3-n3cncn3)CC2)no1
→ ?	-4	-1.8	0.1	1	10	16	4
- CCC(=O)N1CCc2cc(S(=O)(=O)NC(C(=O)NC3CCCc4ccccc43)C(C)C)ccc21 (stereo not drawn)
→ -4	6	-4.3	0.3	-2	6	29	2
- CCCCn1c(N)c(N(Cc2ccccc2OC)C(=O)CSCC(=O)Nc2ccc(C)cc2)c(=O)[nH]c1=O
→ 9	2	1.0	0.2	-1	-20	10	-2
- CCOC(=O)c1sc(=S)[nH]c1C
→ 7	-6	.	0.0	0	.	0	-2
- COCC(=O)N(C)[C@H]1C[C@H]2c3cc(N4CCN(C)CC4)ccc3CCN2C(=O)[C@H]1[C@H](C)O
→ -6	6	1.6	0.3	-1	11	-26	-10
- CN(CC(=O)Nc1ccccc1Cl)CC(=O)N(C)c1c(N)n(Cc2ccccc2)c(=O)[nH]c1=O
→ 0	0	-5.0	0.0	-3	-1	2	2
- CS(=O)(=O)Nc1ccc2c(c1)[C@H]1C[C@H](CC(=O)NCCc3ccccc3)O[C@H](CO)[C@H]1O2
→ -1	2	0.9	0.1	1	5	14	4
- CC(=O)C1=C(O)C(=O)N(c2ccc(Br)cn2)C1c1ccccc1[N+](=O)[O-] (stereo not drawn)
→ 1	1	0.1	0.0	-4	-46	22	-2
- COc1ccc(S(=O)(=O)N(C)C[C@H]2Oc3ccc(NC(=O)Cn4cnnn4)cc3CC(=O)N([C@H](C)CO)C[C@H]2C)cc1
→ -2	18	2.7	0.0	-8	4	.	0
- Cc1noc(C)c1S(=O)(=O)N(C)C[C@H]1OCCCC[C@@H](C)Oc2ccc(NS(=O)(=O)c3cn(C)cn3)cc2C(=O)N([C@@H](C)CO)C[C@H]1C
→ 3	-5	-2.0	0.2	-10	-1	-22	-1
- COc1ccc(S(=O)(=O)N(C)C[C@H]2Oc3ccc(NC(=O)Nc4ccc(F)cc4)cc3CC(=O)N([C@@H](C)CO)C[C@H]2C)cc1
→ 23*	.	-3.5	0.5	7	0	2	2
- C[C@H]1CN([C@@H](C)CO)C(=O)c2cc(C#CCN(C)C)cnc2O[C@H]1CN(C)C(=O)c1cccnc1
→ ?	-2	2.1	-0.7	-8	29	.	-2
- Cc1cc(C)c(S(=O)(=O)N2CCCCC2CCNC(=O)C(=O)NCC2CCCO2)c(C)c1 (stereo not drawn)
→ 3	1	-2.0	-0.1	.	-20	14	-3
- C[C@H]1CCCCO[C@@H](CN(C)Cc2ccc(C(=O)O)cc2)[C@@H](C)CN([C@@H](C)CO)C(=O)c2cc(NS(=O)(=O)c3cccs3)ccc2O1
→ -2	0	0.2	0.1	0	3	-8	-8
- Cc1ccc2oc(NC3=NC4(CCCC4)C4=C(CCCC4=O)N3)nc2c1
→ 0	0	3.3	0.0	.	-17	22	11
- CCCN1CCN(C(=O)c2noc3c2COc2ccc(C)cc2-3)CC1
→ -12	5	-4.0	0.0	-4	-26	-22	-11
- CS(=O)(=O)N1CCC(C(=O)Nc2ccc(Cl)cc2)CC1
→ 5	5	-1.6	0.0	-3	.	18	3
- CC(Oc1ccccc1)C(=O)N1CCC2(CC1)CC(=O)c1ccccc1O2 (stereo not drawn)
→ 0	-2	-0.5	0.0	4	5	0	4
- CN(C)S(=O)(=O)c1cccc(NC(=O)c2ccc3c(c2)S(=O)(=O)N=C2CCCCCN23)c1
→ 12	0	-3.0	0.0	-11	1	3	-12
- O=C(C1CCCCC1)N1C[C@H]2[C@@H](c3ccccc31)[C@H](CO)N2CC1CCOCC1
→ -1	-4	1.7	0.4	-5	6	8	4
- Cc1csc2ncc(C(=O)Nc3cccc(C(F)(F)F)c3)c(=O)n12
→ -7	-1	-2.3	0.1	-1	.	20	-15
- Cc1cccc(C(=O)NCC(=O)OCC(=O)N(C)CC(=O)Nc2ccc(F)cc2)c1
→ 1	0	-0.4	0.0	-4	15	-3	-3
- COc1cc(S(=O)(=O)NC2CCCCC2C)ccc1F (stereo not drawn)
→ 3	3	3.1	1.2	-7	6	-9	.
- Cc1cc(C)n2nc(C(=O)NCc3cccc(C(F)(F)F)c3)nc2n1
→ 11	2	-3.2	0.2	3	-18	6	-3
- O=C(N/N=C/c1cccnc1)c1ccccc1OCc1cccc(Br)c1
→ -3	2	2.4	0.0	-5	-26	12	8
- CC(C)CC#Cc1ccc2c(c1)O[C@@H](CN(C)C(=O)c1ccccn1)[C@@H](C)CN([C@@H](C)CO)S2(=O)=O
→ -6	45*	-1.6	-1.9	1	-8	.	9
- C[C@H](CO)N1C[C@H](C)[C@H](CN(C)S(=O)(=O)c2ccc(F)cc2)Oc2ccc(NS(=O)(=O)c3ccc(F)cc3)cc2CC1=O
→ -10	-7	-0.6	0.1	9	-5	-7	-2
- Cc1ccc(-c2nnn(CC(=O)N(CCN3CCOCC3)C(C(=O)NC(C)(C)C)c3ccc(C)o3)n2)cc1 (stereo not drawn)
→ -1	1	1.3	-0.2	-6	-25	-8	6
- COC(=O)COn1c(SC(C)C)nc2ccccc2c1=O
→ .	3	.	.	-1	29	-3	.
- COc1ccc(S(=O)(=O)N2CCCC2C(=O)Nc2ccc(C(C)=O)cc2)cc1 (stereo not drawn)
→ -3	1	1.0	0.0	-2	7	7	-2
- CN(C)c1ccc(CC(=O)N2CCCCC2c2cc(C(=O)Nc3ccccc3Cl)no2)cc1 (stereo not drawn)
→ -1	5	-1.5	-0.1	.	45*	35	5
- CC(=O)Nc1ccc(S(=O)(=O)N2CCC(C(=O)N[C@@H](C)C(=O)NC3CCCC3)CC2)cc1
→ 7	1	2.1	0.1	.	7	8	.
- Cc1nnsc1-c1nnc(SCC(=O)c2ccccc2)n1C1CC1
→ -2	2	0.8	-0.1	2	-9	-8	13
- COC(=O)C1=C(C)N(Cc2cccc(C(F)(F)F)c2)C(=NCc2ccc3c(c2)OCO3)NC1c1cccc(C(F)(F)F)c1 (stereo not drawn)
→ 5	2	-0.8	0.0	.	.	46	33
